TRPC4 act: activators of mouse TRPC4 channel | Q9QUQ5 | HEK293 TRPC4beta/mu-opioid, Fluo4 calcium fluorescence; hits give high values | B-score at 10 µM | 0.49% of 310,000 active | AID 2237;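 active means B-score above 5 SD of library B-scores, and initial fluorescence ratio not above library mean plus 5 SD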;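 further: positive B-score marks a calcium rise read as TRPC4 activation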
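Material: HEK293 stable line with TRPC4beta plus mu-opioid receptor; technique: Fluo4 calcium-sensitive dye fluorescence, kinetic, 1 Hz baseline; timing: Fluo4 dye loading 45 min at room temperature, 110 s recording; controls: assay buffer as low control, maximal DAMGO as high control; read-out: integrated baseline-normalised fluorescence ratio, converted to per-well B score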
MrgX1 PAM: human MrgX1 positive allosteric modulation, primary screen; Q96LB2; MrgX1-HEK293, Fluo-4 calcium flux, FDSS; hits give high values; B-score at 10 µM; 0.63% of 310,000 active; AID 588675;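 active means plate-corrected calcium response at least 3 library SD above typical, normal starting fluorescence, not activating the receptor alone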;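 further: compound read alongside a low EC10 to EC30 dose of BAM8-22 agonist; peak minus trough fluorescence over baseline measured at the second addition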
RGS4 block: inhibitors of human RGS4 | HEK293 M3R/RGS4 inducible, Fluo-4 calcium flux; hits give high values; triggered by carbachol at its EC20 | B-score at 10 µM | 0.45% of 310,000 active;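 active means B-score, a plate-corrected calcium signal, over three deviations above library mean, with baseline fluorescence within five deviations of library mean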;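 further: RGS4 expression induced by doxycycline in cells with stable M3 receptor; B-score is computed from the integrated fluorescence ratio over baseline after carbachol; higher B-score means a larger calcium signal and so more RGS4 inhibition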
MrgX1 antagonist: blocks BAM8-22 activation of human MrgX1 receptor; Q96LB2; MRGX1-HEK293 calcium flux, Fluo-4, BAM8-22 antagonism; hits give low values; B-score at 10 µM; 1.3% of 310,000 active; AID 588676;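 active means calcium-response B-score plate-corrected more than 3 library SD below zero, starting fluorescence within 5 deviations, no agonist response on first addition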;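 further: peak minus trough fluorescence over baseline after final BAM8-22 challenge near maximal dose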
TRPC6 activator: activates the mouse TRPC6 cation channel; Q61143; B-score at 10 µM; 0.13% of 310,000 active; AID 2550; HEK293-TRPC6 membrane potential dye fluorescence; hits give high values;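 active means B-score of the integrated fluorescence ratio above library mean plus 3 SD, and starting fluorescence ratio within library mean plus 5 SD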;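 further: higher score means more depolarization so channel activation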
Target sequence (Q61143 whole entry, looked up): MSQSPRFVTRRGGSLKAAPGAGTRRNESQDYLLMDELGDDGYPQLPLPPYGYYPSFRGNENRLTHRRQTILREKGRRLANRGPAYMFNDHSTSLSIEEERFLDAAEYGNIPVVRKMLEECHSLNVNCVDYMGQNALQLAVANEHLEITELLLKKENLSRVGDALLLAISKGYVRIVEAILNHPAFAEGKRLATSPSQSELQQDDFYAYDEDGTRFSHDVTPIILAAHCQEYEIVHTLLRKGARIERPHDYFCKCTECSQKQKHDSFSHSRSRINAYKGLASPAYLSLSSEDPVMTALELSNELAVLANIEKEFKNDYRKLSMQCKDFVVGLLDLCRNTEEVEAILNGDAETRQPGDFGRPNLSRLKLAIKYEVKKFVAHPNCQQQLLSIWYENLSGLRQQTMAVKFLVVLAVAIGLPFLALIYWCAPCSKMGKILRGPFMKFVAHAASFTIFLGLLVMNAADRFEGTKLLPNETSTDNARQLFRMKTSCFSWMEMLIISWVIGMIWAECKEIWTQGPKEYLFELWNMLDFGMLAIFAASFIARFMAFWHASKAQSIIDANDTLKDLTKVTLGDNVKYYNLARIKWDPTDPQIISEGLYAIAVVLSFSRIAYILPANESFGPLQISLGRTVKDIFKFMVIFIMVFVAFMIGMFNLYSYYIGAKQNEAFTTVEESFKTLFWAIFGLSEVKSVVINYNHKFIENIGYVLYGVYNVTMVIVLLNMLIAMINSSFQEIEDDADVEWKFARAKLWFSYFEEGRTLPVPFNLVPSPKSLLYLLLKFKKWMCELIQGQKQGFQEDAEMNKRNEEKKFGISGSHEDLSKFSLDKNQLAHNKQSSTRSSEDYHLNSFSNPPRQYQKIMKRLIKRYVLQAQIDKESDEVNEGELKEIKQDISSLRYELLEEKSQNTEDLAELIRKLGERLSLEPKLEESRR
ANO1 activ: activates or potentiates the mouse TMEM16A chloride channel; 0.3% of 340,000 active; Q8BHY3; HEK293 TMEM16A/YFP-H148Q/I152L, iodide quench fluorescence; hits give low values; B-score at 10 µM;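 active means fluorescence-ratio B-score plate-corrected deviation score at least 3 library SD below zero, with starting fluorescence score within 5 deviations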;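 further: channel opened by trigger with iodide after compound preincubation; score built on the fluorescence ratio of max minus min over baseline; more negative score means more quench and so TMEM16A activation or potentiation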
TRPC4 inh: TRPC4 (mouse) channel inhibition; Q9QUQ5; HEK293 TRPC4beta/mu-opioid, DAMGO-evoked Fluo4 calcium flux; hits give low values; B-score at 10 µM; 0.39% of 300,000 active; AID 2247;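 active means B-score over 3 SD under the library average, no early fluorescence shift, positive overall ratio signal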
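Material: HEK293 cells with stable TRPC4beta plus mu-opioid receptor expression / Probe or stimulus: DAMGO in two steps, submaximal then maximal / Compound: single concentration per test compound / Technique: kinetic Fluo4 fluorescence imaging of calcium influx / Read-out: per-well B score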
TRPC6 inh: inhibitors of mouse TRPC6 channel | Q61143 | HEK293-TRPC6, membrane potential dye, ACh-evoked depolarization; hits give low values | B-score at 10 µM | 1.1% of 310,000 active;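 active means B-score under library mean minus 3 SD, initial fluorescence not abnormally high, positive integrated signal ratio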;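 further: B-score derived from integrated fluorescence ratio over the kinetic read; more negative B-score means stronger inhibition of depolarization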
TMEM16A inh: inhibitors of mouse TMEM16A calcium-activated chloride channel. HEK293 TMEM16A/YFP iodide influx fluorescence, ionomycin. Q8BHY3. 1.2% of 310,000 active. AID 588511. normalized B-score (activity score, 25-100; higher = stronger inhibition) at 10 µM;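 active means ratio plate-corrected score three or more library SD toward inhibition, starting fluorescence score within five deviations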;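 further: score derived from kinetic fluorescence span divided by baseline fluorescence per well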
TRPC4 PAM: allosteric potentiators of mouse TRPC4 channel; B-score at 10 µM; Q9QUQ5; 0.42% of 310,000 active; HEK293 TRPC4beta/mu-opioid, DAMGO EC20, Fluo-4 Ca2+ flux; hits give high values;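 active means B-score of calcium response area above 5 SD of library B-scores, with initial fluorescence ratio within 5 SD of library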;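 further: B-score of integrated fluorescence ratio over time as area under calcium response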
MrgX1 agonist: human MrgX1 receptor agonism, primary screen. Q96LB2. MrgX1-HEK293 cells, Fluo-4 calcium fluorescence, agonist mode; hits give high values. B-score at 10 µM. 0.44% of 310,000 active. AID 588627;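 active means calcium response B-score plate-corrected fluorescence ratio at least 3 library SD, with starting fluorescence B-score inside 5 SD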
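times = overnight plating, then 30 min 37 °C plus 30 min room-temperature dye loading | assay system = stable human MrgX1 HEK293 cell line | input = fifteen thousand cells per well | signal = kinetic calcium dye fluorescence, Fluo-4 NW | dosing = compound delivered in addition one of three | read-out = B-scored fluorescence response ratio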
* hit, by the source's call; i = inactive; . = not tested or not shown.

SMILES	TRPC4 act	MrgX1 PAM	RGS4 block	MrgX1 antagonist	TRPC6 activator	ANO1 activ	TRPC4 inh	TRPC6 inh	TMEM16A inh	TRPC4 PAM	MrgX1 agonist
Cc1ccc(-c2c(C)sc3ncn(CC(=O)N4CCOCC4)c(=O)c23)cc1C	i	i	i	i	i	i	i	i	i	i	i
CCCCCn1c(CCNC(=O)c2cccs2)nc2ccccc21	i	i	i	i	i	i	i	i	i	i	i
O=C(NCCc1ccccn1)c1ccc(COc2ccccc2)o1	120*	i	i	i	i	i	i	i	i	i	i
Cc1ccccc1-n1c(SCC(=O)N/N=C/c2ccccc2OCC(=O)O)nc2ccccc2c1=O	i	i	i	i	i	i	i	i	i	i	i
CCOC(=O)CNC(=O)CSc1nnnn1-c1cc(C)ccc1C	i	i	i	i	i	.	i	i	i	i	i
Cc1sc2nc(C3CC3)nc(SCC(=O)N3CCCc4ccccc43)c2c1C	i	i	i	i	i	.	i	i	i	i	i
c1cnc(Oc2ccc(-c3nnco3)cc2)cn1	i	i	i	i	i	i	i	i	i	i	i
CN(C(=O)c1cccc(NC(=O)c2ccccc2)c1)C1CCCCC1	i	i	i	i	i	i	i	i	i	i	i
CC(C)(C)Nc1c(-c2cccs2)nc2ccccn12	i	i	i	i	i	i	i	i	i	i	45*
O=C(CN1C(=O)c2ccccc2C1=O)NCCc1c[nH]c2ccccc12	i	i	i	i	i	i	i	i	i	i	i
N#Cc1cccc(C(=O)OCC(=O)NCc2ccco2)c1	i	i	i	i	i	i	i	i	i	i	i
COc1cccc(/C=N/n2c(COc3ccccc3)n[nH]c2=S)c1O	i	i	i	i	i	.	i	i	i	i	i
COc1cccc(C2c3c(oc4ccc(F)cc4c3=O)C(=O)N2CCCN2CCOCC2)c1 (configuration not stated)	i	i	i	i	i	i	i	i	i	i	i
CCOc1ccccc1/C=C(\NC(=O)c1ccccc1)C(=O)NCCC(=O)O	i	i	i	i	i	i	i	i	i	i	i
C#CC1CCCCC1NC(=O)Nc1cnccc1C(F)(F)F (configuration not stated)	i	i	i	i	i	i	i	i	i	i	i

Only RGS4 block and TRPC6 activator, for some of the entries so far:
smiles,RGS4 block,TRPC6 activator
Cc1sc2nc(C3CC3)nc(SCC(=O)N3CCCc4ccccc43)c2c1C,i,i
c1cnc(Oc2ccc(-c3nnco3)cc2)cn1,i,i

Other entries follow.
SMILES	TRPC4 act	MrgX1 PAM	RGS4 block	MrgX1 antagonist	TRPC6 activator	ANO1 activ	TRPC4 inh	TRPC6 inh	TMEM16A inh	TRPC4 PAM	MrgX1 agonist
CC(=O)c1ccc(NC(=S)NNC(=O)NC2CCCCC2)cc1	i	i	i	i	i	i	i	i	i	i	i
CCOC(=O)c1cnn(-c2ccc(Cl)cc2)c1C1CCN(C(=O)OC(C)(C)C)CC1	i	i	i	i	i	i	i	i	i	i	i
O=C(N1CCC(O)(c2cccnc2)CC1)C12CC3CC(CC(C3)C1)C2	i	i	i	i	i	.	i	i	i	i	i
Cc1ccc(/C=N/Nc2nc3ccccc3s2)o1	i	i	i	i	i	i	i	i	i	i	i
CCOc1ccc(C2Oc3nc(SC)nnc3-c3ccccc3N2C(C)=O)cc1OC (configuration not stated)	i	i	i	i	i	i	i	i	i	i	i
CCOc1ccc(C(CC(=O)O)n2cnnn2)cc1 (configuration not stated)	i	i	i	i	i	i	i	i	i	i	i
O=C(Nc1ncn[nH]1)c1ccc([N+](=O)[O-])cc1[N+](=O)[O-]	i	i	i	i	i	i	i	i	i	i	i
CCC(C)N=CC1=C(O)CC(c2ccccc2)CC1=O (configuration not stated)	i	i	i	i	i	i	i	i	i	i	i
Cc1cc(NC(=O)CN2C(=O)/C(=C/c3ccccc3F)SC2=S)no1	i	i	i	i	i	i	i	i	i	i	i
O=C(Nc1ccc(SC(F)F)cc1)c1ccc2nccnc2c1	i	i	i	i	i	i	i	i	i	i	i
NC1=NC2(CCCCC2)N=C(Nc2ccc(Br)cc2)N1	i	i	i	i	i	i	i	i	i	i	i
c1coc(CNc2nc3ccccc3n2CCN2CCOCC2)c1	i	i	i	i	i	i	i	i	i	i	i
O=C1CCN(Cc2ccccc2)CCN1[C@H](CSc1ccccc1)Cc1ccccc1	i	i	i	i	i	i	i	i	i	i	i
COc1cc(NC(=O)CCc2nnc3ccc(N4CCCCC4)nn23)cc(OC)c1OC	i	i	i	i	i	i	i	i	i	i	i
COc1cccc(C2C(C(=O)c3cccs3)=C(O)C(=O)N2CCN(C)C)c1OC (configuration not stated)	i	i	i	i	i	i	i	i	i	i	i
CN(CC(=O)Nc1ccccc1Cl)C(=O)COC(=O)C1CC1	i	i	i	i	i	i	i	i	i	i	i
CC1(C)CC(=O)C2=C(C1)N(Cc1ccc(F)cc1)C(=O)C2(NC(=O)c1cccnc1)C(F)(F)F (configuration not stated)	i	i	i	i	i	i	i	i	i	i	i
O=C(Nc1c(C(=O)N2CCOCC2)cnn1-c1ccccc1)c1ccc([N+](=O)[O-])cc1	i	i	i	i	i	i	i	i	i	i	i
Cc1ccc(NC(=O)CCc2c(C)nn(-c3ccc(N4CCCCC4)nn3)c2C)cc1C	i	i	i	i	i	i	i	i	i	i	i
O=S(=O)(Nc1ccc2c3c(cccc13)CC2)c1ccc(F)cc1	i	i	i	i	i	i	i	i	i	i	i
CC1CC(C)CN(CC(=O)c2c[nH]c3ccccc23)C1 (configuration not stated)	i	i	i	i	i	i	i	i	i	i	i
COc1ccc(CCNC(=S)N(C)C)cc1OC	i	i	i	i	i	i	i	i	i	i	i
CCCCn1c(N)c(N(CCOC)C(=O)COC(=O)COc2cc(C)c(Cl)cc2C(C)C)c(=O)[nH]c1=O	i	i	i	i	i	i	i	i	i	i	i
CC(=O)Nc1ccc(NC(=O)CSCc2cnn(-c3ccccc3)c2-n2cccc2)cc1	i	i	i	i	i	i	i	i	i	i	i
COc1ccc2[nH]c(-c3ccccc3)cc2c1	i	i	i	i	i	i	i	i	i	i	i
CC1=Nc2ccccc2/C1=C/c1sc(=S)n(-c2cccc(C(=O)O)c2)c1O	44*	.	i	.	56*	i	i	i	.	11*	.
COc1cccc(C(=O)O/N=C(\N)c2ccccn2)c1OC	i	i	i	i	i	i	i	i	i	i	i
O=C(O)CC(NC(=O)/C(=C/c1ccccc1)NC(=O)c1ccccc1)c1ccccc1 (configuration not stated)	i	i	i	i	i	i	i	i	i	i	i
COc1ccc(NC(=O)Cn2c(=O)n(-c3ccc(CC(=O)NCc4ccco4)cc3)c(=O)c3ccccc32)cc1	i	i	i	i	i	i	i	i	i	i	i
CCCN(CCC)S(=O)(=O)c1ccc(C(=O)N2CCC(=O)c3ccccc32)cc1	i	i	i	i	i	i	i	i	i	i	i
CC(NC(=O)CCC(=O)N1CCCCCC1)c1ccccc1 (configuration not stated)	i	i	i	i	i	i	i	i	i	i	i
Cc1ccccc1C(=O)NCCCNC(=O)c1cnccn1	i	i	i	i	i	i	i	i	i	i	i
COc1ccc(C(=O)Cn2c(NCCCO)nc3ccccc32)cc1OC	i	i	i	i	i	i	i	i	i	i	i
CC1CCCCC1NC(=O)CCn1ccc2cc(S(=O)(=O)N3CCCC3)ccc21 (configuration not stated)	i	i	i	i	i	i	i	i	i	i	i
O=C(Nc1nnc(C2CCCC2)s1)C1CCC1	i	i	i	i	i	i	i	i	i	i	i
CC1=Nc2ccccc2/C1=C\c1sc(Nc2ccc(C)cc2)nc1O	i	i	i	i	i	i	i	i	i	i	i
CSc1nnc(-c2ccc(Cl)cc2Cl)o1	i	i	i	i	i	i	i	i	i	i	i
Cc1ccc(S(=O)(=O)N(C)C)cc1NC(=O)COC(=O)Cc1ccsc1	i	i	i	i	i	i	i	i	i	i	i
CC(C)N(CCO)C(=O)C(c1ccccc1)c1ccccc1	i	i	i	i	i	i	i	i	i	i	i
O=C(NCc1cccnc1)c1cn(-c2ccccc2)nc1-c1ccccc1	i	i	i	i	i	i	i	i	i	i	i
COc1ccc(N2C(=NC(=O)C3CCCCC3)SC3CS(=O)(=O)CC32)cc1OC (configuration not stated)	i	i	i	i	i	i	i	i	i	i	i
CC(C)(C)CN1C(N)=NC[C@@H]1Cc1ccc(O)cc1	i	i	i	i	i	i	i	i	i	i	i
Cc1ccc(-c2nc3ccccc3c(=O)n2N)cc1	i	i	i	i	i	i	i	i	i	i	i
Cn1cccc1CC(=O)N/N=C/c1ccc(Cl)cc1	i	11*	i	i	i	i	i	i	i	i	i
CCCCOCCCNC(=O)CN1C(=O)c2ccccc2C1=O	i	i	i	i	i	i	i	i	i	i	i
CC1(C)Cc2ccccc2C(/C(=N\Nc2cccc(Cl)c2)C(N)=O)=N1	i	i	6.6*	i	i	i	i	i	i	i	i
COc1ccc(S(=O)(=O)N2CCC(C(=O)NCCc3ccc4c(c3)OCO4)CC2)cc1	i	i	i	i	i	i	i	i	i	i	i
COc1ccc(C2=NN(S(C)(=O)=O)C(c3cccs3)C2)cc1OC (configuration not stated)	i	i	i	i	i	i	i	i	i	i	i
O=C(COc1ccccc1)N(Cc1ccco1)c1ccc(O)cc1	i	i	i	i	i	i	i	i	i	i	i
Cc1cc(C)cc(OCCn2nnc3ccccc32)c1	i	i	i	i	i	i	i	i	i	i	i
CCC1CCCCN1C(=O)CSc1nnc(-c2cccc(Cl)c2)o1 (configuration not stated)	i	i	i	i	i	i	i	i	i	i	i
CCOC(=O)C1(S(=O)(=O)c2ccc(Cl)cc2)CCN(Cc2ccc(C)cc2)CC1	i	i	i	i	i	i	i	i	i	i	i
CCOC(=O)c1ccc(NC(=O)Cc2coc3cc4c(cc23)CCC4)cc1	i	i	i	i	i	i	i	i	i	i	i
O=C(NCCCN1CCOCC1)c1cc(-c2ccc(F)cc2)on1	i	i	i	i	i	i	i	i	i	i	i
Cc1cc(NC(=O)c2ccc([N+](=O)[O-])o2)ccc1NC(=O)c1ccco1	i	.	i	.	i	i	i	i	.	i	.

Source: PubChem

Hits appear at their usual frequency; any-hit rate near 5.8%.
